IL1B secr inh = qHTS for Inhibitors of Inflammasome Signaling: IL-1-beta AlphaLISA Primary Screen; THP-1 LPS/ATP IL-1B secretion, AlphaLISA, 16 h; hits give low values; activity change, % at 57.5 µM; 360,000 compounds, 4.7% hits; AID 743279, 2014; in the data active means activity change below about -50%; inconclusive means mostly about -30% to -49%; further: on the % scale 0 is the no-effect control and ±100 the full control effect
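THP-1 cells pretreated 1 hr with compounds (up to 57.5 uM final), then stimulated with LPS (250 ng/mL final) plus ATP (1.25 mM final); secreted IL-1B measured by AlphaLISA after 16 hr, decreased signal indicating inhibition.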
MCF10A rereplic = A quantitative high throughput screen for small molecules that induce DNA re-replication in MCF 10a normal breast cells | MCF 10A DNA re-replication, Hoechst nuclear intensity, 48 h | 350,000 compounds, 2.9% hits | Potency, µM (titrated, usually from 46.1 µM), inactives show top-dose activity, positive = re-replication, usual class: activators | AID 624296, 2012; further: potency means the concentration at half of the fitted maximal effect; % of control where 0% means no effect; nearly all actives have a fitted effect of over 50% in size
WRN inhibitor = qHTS for Inhibitors of WRN Helicase; Potency, µM (series often up to 114 µM), for inactives: at the top dose activity change, negative = inhibition, actives largely listed as inhibitors; Bifunctional 3'-5' exonuclease/ATP-dependent helicase WRN (Homo sapiens), Q14191; WRN helicase unwinding, fluorescent forked duplex, kinetic; AID 651768, 2012; 360,000 compounds, 0.46% hits; further: potency means the concentration at half of the fitted maximal effect; on the % scale 0 is the no-effect control and ±100 the full control effect; nearly all actives have a fitted effect of over 55% in size
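Kinetic red-fluorescence monitoring (525/598 nm) tracks WRN helicase activity after 100 nM fluorophore-quencher forked duplex and 2 mM ATP are added to 20 nM enzyme pretreated 15 min at room temperature with compound.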
HT1080 IDH1KD tx = qHTS for induction of synthetic lethality in tumor cells producing 2HG: qHTS for the HT-1080-IDH1KD cell line. 360,000 compounds, 2% hits. HT-1080 IDH1 knockdown viability, ATP luminescence, 48 h. Potency, µM (highest dose often 46.1 µM), inactives show at the top dose activity, negative = toxicity, most hits filed as cytotoxic;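 further: potency means the concentration at half of the fitted maximal effect; 0% = DMSO wells and -100% = cell-free medium wells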
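CellTiter-Glo luminescence after 48 h compound exposure at 37 degrees C of IDH1-knockdown HT-1080 cells in 5% FBS RPMI. %Activity scaled between DMSO wells and cell-free media wells, with curves fitted and assigned curve classes.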
ATXN2 expr inh = Primary qHTS for Inhibitors of ATXN expression | Potency, µM (series often up to 57 µM), for the others: at the highest dose activity change, negative = inhibition, actives largely listed as inhibitors | HEK-293 ATXN2-luciferase reporter, luminescence, 24 h | 360,000 compounds, 0.72% hits | AID 1745845, 2022; further: potency means the concentration at half of the fitted maximal effect; on the % scale 0 is the no-effect control and ±100 the full control effect; nearly all actives have a fitted effect of over 55% in size
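ATXN2-luciferase reporter cells (luciferase flanked by upstream and downstream ATXN2 gene portions) were treated 24 h at 37 °C with compounds at up to 57 uM. SteadyGlo luminescence gave expression; GF-AFC fluorescence gave viability.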
SW480 rereplic = A quantitative high throughput screen for small molecules that induce DNA re-replication in SW480 colon adenocarcinoma cells; AID 624297, 2012; SW480 DNA re-replication, Hoechst DNA content imaging, 48 h; 340,000 compounds, 1.8% hits; Potency, µM (doses to about 46.1 µM), for inactives: at the highest dose re-replication activation, most hits filed as activators; further: potency means the concentration at half of the fitted maximal effect; % of control where 0% means no effect; nearly all actives have a fitted effect of over 55% in size
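Per well, 250 cells were exposed to pinned compound for 48 hr. Nuclear DNA was visualised with Hoechst (40 min, 37 C) and total object intensity recorded by fluorescence scanning.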
KB-3-1 cytotox = qHTS assay for MDR1-selective chemotherapeutics: Primary screen using the parental adenocarcinoma cell KB-3-1; 400,000 compounds, 1.4% hits; KB-3-1 viability, CellTiter-Glo ATP luminescence, 72 h; Potency, µM (series often up to 46.1 µM), without a hit: top-dose activity change, negative = cytotoxic, most hits filed as cytotoxic; AID 1347075, 2019; further: potency means the concentration at half of the fitted maximal effect; on the % scale 0 is the no-effect control and ±100 the full control effect; nearly all actives have a fitted effect of over 60% in size
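Here the drug-naive KB-3-1 line serves as comparator for MDR sub-line selectivity; cells received compound titrations, 72 h at 37 °C, then CellTiter-Glo readout.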
KB-V1 MDR tox = qHTS assay for MDR1-selective chemotherapeutics: Primary screen using the drug-selected MDR subline cells KB-V1 | 400,000 compounds, 3.4% hits | Potency, µM (titrated, usually from 46.1 µM), for the others: at the highest dose activity change, negative = cytotoxicity, most hits filed as cytotoxic | KB-V1 MDR cells viability, CellTiter-Glo, 72 h; further: potency means the concentration at half of the fitted maximal effect; on the % scale 0 is the no-effect control and ±100 the full control effect; nearly all actives have a fitted effect of over 60% in size
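qHTS viability screen in drug-selected KB-V1 MDR cells: 72 h compound treatment at 37 degrees C, ATP luminescence end point.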
HT1080NT lethal = qHTS for induction of synthetic lethality in tumor cells producing 2HG: qHTS for the HT-1080-NT fibrosarcoma cell line. AID 686970, 2013. 360,000 compounds, 1.6% hits. HT-1080-NT fibrosarcoma viability, CellTiter-Glo ATP luminescence, 48 h. Potency, µM (titrated, usually from 46.1 µM), for the others: at the highest dose activity, negative = less viability, usual class: cytotoxic;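 further: NT is the 2HG producing partner of a matched IDH1 knockdown line; potency means the concentration at half of the fitted maximal effect; 0% = DMSO-treated cells and -100% = media-only wells without cells; nearly all actives have a fitted effect of over 55% in size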
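Read-out is CellTiter-Glo luminescence after 10 minutes at room temperature, following 48 hours' compound treatment of HT-1080-NT cells (750 cells/well, RPMI, 5% FBS, 37 degrees C).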
An asterisk follows results filed as active; i = inactive; ? = inconclusive; . = no result given; & = joins results of further samples; [ ] = another dose, or the depositor's remark. Unless noted, the call rests on the fitted dose curve; in most records, active means well fitted curve in the direction sought with a large enough effect; inconclusive means small, poorly fitted or top-dose-only effect, or another doubt; inactive means no such curve, though single readings can be large; an effect the other way counts as inactive or inconclusive.

SMILES	IL1B secr inh	MCF10A rereplic	WRN inhibitor	HT1080 IDH1KD tx	ATXN2 expr inh	SW480 rereplic	KB-3-1 cytotox	KB-V1 MDR tox	HT1080NT lethal
Cn1cc(CN2CCCC(C(=O)Nc3cccc(-n4cccn4)c3)C2)cn1 (stereo not drawn)	3	0%	6%	0%	4%	-18%	-8%	?	-7%
N#Cc1c(-c2ccc(F)cc2)c2c([nH]c1=O)-c1ccccc1OC2	8	4.1µM*	-1%	11%	-5%	6.5µM*	1%	-17%	3%
Cc1ccc2[nH]c(C(=O)NCCN3CCCC3)cc2c1	-15	5%	-5%	-14%	-15%	211%	14%	1%	-27%
CC(C)(C)C(=O)N1CCN(c2ccc(NC(=O)c3ccc([N+](=O)[O-])o3)cc2)CC1	-96*	1.8µM*	-9%	5.2µM*	3%	1.8µM*	?	?	4.1µM*
CN(c1ccccc1)S(=O)(=O)c1cccc(NC(=O)CCNC(=O)c2ccco2)c1	21	.	-10%	-1%	.	.	0%	-4%	1%
O=C(O)C1CCCCN1S(=O)(=O)c1ccc(Cl)s1 (stereo not drawn)	0	19%	1%	4%	-1%	-4%	3%	-5%	-7%
CCCCCOc1ccc(C2NC(=O)NC2=O)cc1 (stereo not drawn)	3	-1%	4%	-4%	13%	-7%	1%	3%	10%
CCOC(=O)C1(CCOc2ccccc2)CCN(CCCn2cccn2)CC1	-12	9%	7%	-5%	-26%	10%	-16%	0%	-3%
COC(=O)c1ccc(S(=O)(=O)N2CCc3ccccc3C2)cc1	34	-7%	-1%	0%	.	-1%	3%	24%	7%
CC(=O)Nc1ccc(NC(=O)CSc2nnnn2-c2ccccc2F)cc1	-2	?	3%	-12%	22%	-30%[inhibitor]	-2%	-14%	-13%
Cc1ccc(C2CCN(C(=O)Nc3ccc(F)cc3)C2)cc1 (stereo not drawn)	-68*	1%	-12%	1%	17%	0%	17%	-6%	-3%
O=C(CN1CCN(c2ccccn2)CC1)N1c2ccccc2Sc2ccc(C(F)(F)F)cc21	-6	23%	2%	?	.	?	?	?	-4%
O=C(OCc1cc(=O)n2c(n1)sc1ccccc12)c1ccc(O)cc1O	-9	1%	-12%[57.1 µM]	5%	.	10%	1%	14%	5%
CCN(CC)Cc1cc(CCNC(=O)c2ccc(Cl)cc2)ccc1O	-5	18%	-10%	-15%	-12%	12%	-8%	?	?
Cc1cccc(C)c1NC(=O)C1(C)CSCC(=O)N1CC(C)C (stereo not drawn)	16	.	-6%	17%	.	.	-1%	-26%	6%
CN(CC(=O)Nc1ccc(C(N)=O)cc1)CC(=O)Nc1ccccc1Cl	0	11%	-10%	-4%	-8%	-11%	10%	-11%	-4%
CCOC(=O)CSc1n[nH]c(NC(=O)NC(C)C)n1	22	-1%	-5%	7%	.	3%	2%	9%	2%
CC(C)(C)n1c(O)c2n(c1=O)Cc1ccccc1N=C2c1ccccc1	7	.	6%	1%	0%	.	0%	13%	7%
O=c1[nH]c2cc3c(cc2cc1CN(Cc1cccnc1)Cc1nnnn1Cc1ccco1)OCCO3	-28	3%	56µM*	?	-16%	1%	1%	13%	-4%
Cc1ccc(S(=O)(=O)N(CC(=O)NCc2cccnc2)c2ccc(F)cc2)cc1	7	-1%	9%	14%	4%	15%	22%	1%	0%
COCc1cc(C)nc(SCC(=O)N2CCC(C)CC2)c1C#N	-24	-1%	-1%	0%	-10%	-2%	?	15%	3%
Cc1noc(C)c1NC(=O)N(C)C[C@H]1Oc2c(NC(=O)NC(C)C)cccc2C(=O)N([C@H](C)CO)C[C@@H]1C	16	-9%	7%	12%	10%	-32%[inhibitor][9.22 µM]	-1%	0%	0%
COc1ccccc1NC(=O)N1CCCC1	?	-4%	-13%	15%	6%	-1%	?	?	4%
COc1cccc(NC=C2C(=O)OC3(CCCCC3)OC2=O)c1	-22	13%	-6%	14%	-12%	0%	2%	-6%	-20%
CCOCCCNC(=O)c1ccc2nc(-c3ccc(OC)c(OC)c3)c(-c3ccc(OC)c(OC)c3)nc2c1	-21	-2%	-8%	-18%	-1%	-1%	1%	-19%	-1%
O=C(Nc1ccncc1)c1ccc(NS(=O)(=O)c2ccc3[nH]c(=O)[nH]c3c2)cc1	9	-8%	-23%	-15%	-2%	-5%	.	.	1%
COc1c2c(nc3occc13)C(CC=C(C)C)(OC)C(O)CC2 (stereo not drawn)	15	?	2%	-3%	4%	-4%	8%	10%	3%
CCOc1ccccc1NC(=O)c1cnc2n(c1=O)CCS2	24	20%	-5%	15%	-15%	9%	4%	-15%	20%
Oc1cccnc1CN1CCOCC1	10	-2%	6%	16%	5%	-7%	11%	0%	15%
CCCC(=O)Nc1ccc(Cl)c(NC(=S)NC(=O)c2cc3ccccc3o2)c1	28	17%	-27%[57.1 µM]	9%	-23%	?	15%	-8%	3%

Records listed above printed as active in IL1B secr inh:
mol	IL1B secr inh	WRN inhibitor	SW480 rereplic
CC(C)(C)C(=O)N1CCN(c2ccc(NC(=O)c3ccc([N+](=O)[O-])o3)cc2)CC1	-96*	-9%	1.8µM*
Cc1ccc(C2CCN(C(=O)Nc3ccc(F)cc3)C2)cc1 (stereo not drawn)	-68*	-12%	0%

Next structures follow.
SMILES	IL1B secr inh	MCF10A rereplic	WRN inhibitor	HT1080 IDH1KD tx	ATXN2 expr inh	SW480 rereplic	KB-3-1 cytotox	KB-V1 MDR tox	HT1080NT lethal
Fc1ccccc1CN1CCN(c2ncccn2)CC1	13	-2%	-28%	?	2%	0%	22%	-15%	22%
O=C(NCC1CCCO1)c1ccc2c(=O)n(Cc3cccc(Br)c3)c(=S)[nH]c2c1 (stereo not drawn)	10	?	-5%	4%	-17%	2%	?	-16%	-8%
COC(=O)c1c(-c2ccc(OC)cc2)oc2ccc(-c3cc(OC)c(OC)c(OC)c3)cc12	0	?	-3%	-1%	?	?	-1%	-19%	-2%
COc1cccc(NC(=O)c2ccccc2-c2ccccc2)c1	1	?	5%	16%	10%	3%	2%	-23%	0%
Cc1ccc2cc(C=O)c(N3CCOCC3)nc2c1C	?	-1%	-32%	?	3%	-7%	-12%	-3%	-30%
CC1(C(=O)NS(=O)(=O)C2CC2)CCCN(C(=O)c2ccc3ccccc3c2)C1 (stereo not drawn)	11	.	0%	3%	6%	.	0%	3%	20%
CCCc1c(-c2ccc(O)cc2)nn(-c2ccc(O)cc2)c1-c1ccc(O)cc1	-19	?	0%	?	-24%	-10%	0%	5%	-15%
C[C@@H]1CN([C@H](C)CO)C(=O)c2cc(Br)cnc2O[C@@H]1CN(C)Cc1ccc(-c2ccccc2)cc1	-10	.	0%	-1%	-13%	.	?	?	?
COc1ccc(-n2nc(C(=O)NCC(=O)NCc3cccc(F)c3)c3ccccc3c2=O)cc1Cl	-8	?	1%	-8%	1%	-2%	25%	20%	-1%
COc1ccccc1N(CC(=O)N(c1ccccc1)C(C)C)S(=O)(=O)c1cccs1	-3	-1%	-9%	-23%	-17%	2%	-6%	?	-13%
COc1ccc(Oc2ccc(-c3ccn[nH]3)cc2)cc1	-12	0%	-7%	-11%	69%[activator]	-3%	1%	0%	-19%
Cc1c(NS(=O)(=O)c2ccc3c(c2)CCN3C(=O)C2CC2)c(=O)n(-c2ccccc2)n1C	17	0%	-1%	1%	5%	0%	-15%	7%	4%
COc1ccc(CCNC(=O)CCCn2c(=S)[nH]c3cc4c(cc3c2=O)OCO4)cc1OC	-13	.	-7%	-1%	.	.	-1%	24%	1%
COc1ccc(CNC(=O)C2COc3ccccc3O2)cc1 (stereo not drawn)	14	0%	3%	3%	26%	-4%	0%	-2%	4%
O=C(/C=C/c1ccco1)NC(=S)Nc1ccc(N2CCOCC2)c(Cl)c1	21	?	-5%	?	-12%	5.2µM*	4.1µM*	?	?
COc1ccc(C2(O)CCN(Cc3nnnn3Cc3ccc(C)cc3)CC2)cc1	-7	21µM*	0%	5%	1%	?	6%	0%	4%
Cc1ccc[n+](CC(=O)Nc2ccc([N+](=O)[O-])cc2)c1	-80*	0%	0%	16µM*	.	?	-28%	16%	-14%
Cn1c(=O)cc(OCC(=O)N2CCN(c3ccccc3F)CC2)c2ccccc21	17	-9%	0%	3%	8%	-2%	0%&-1%	-6%&2%	7%
Brc1ccc(CSc2nnc(-c3ccco3)o2)cc1	i	?	-9%	-3%	71%[activator]	3%	7%	-24%	0%
COc1ccccc1N(C)S(=O)(=O)c1ccc(Cl)c(C(=O)Nc2ccccc2N2CCOCC2)c1	29	4%	-5%	-6%	-24%	-24%	-1%	?	-7%
CC(C)(C)C(=O)NC(=S)NNC(=O)c1ccc(-c2ccccc2)cc1	142	?	-4%	7.3µM*	.	?	?	9.2µM*	8.2µM*
CC(=O)c1c(C)[nH]c(C(=O)N2CCCC(C)C2)c1C (stereo not drawn)	0	9%	-6%[57.1 µM]	10%	4%	2.3µM*	-4%	-14%	13%

Compound activity as filed in PubChem BioAssay.
